Pin1 inh = qHTS Assay to Find Inhibitors of Pin1; Peptidyl-prolyl cis-trans isomerase NIMA-interacting 1 (Homo sapiens), Q13526; Pin1 FP peptide displacement, HiFluor488, 10 min; actives 0.009% (n = 390,000); Potency, µM (titrated, usually from 115 µM), for the others: at the top dose activity, negative = inhibition, hits mostly inhibitors; active means well fitted inhibition curve with a large enough effect in the polarisation, with a control signal flat, not every such curve was filed as active; inconclusive means small, poorly fitted or top-dose-only effect, or effect the other way, or a change in a side signal; inactive means no such curve, though single readings can be large or run the other way; the % refers to the polarisation; further: potency means the concentration at half of the fitted maximal effect; on the % scale 0 is the no-effect control and ±100 the full control effect
GLS inhibitor = qHTS for Inhibitors of Glutaminase (GLS); Glutaminase kidney isoform, mitochondrial (Homo sapiens), O94925; GLS enzymatic activity, qHTS titration; Potency, µM (series often up to 45.5 µM), for the others: at the highest dose activity change, negative = inhibition, actives largely listed as inhibitors; actives 0.21% (n = 410,000); AID 624170, 2012; further: potency means the concentration at half of the fitted maximal effect; on the % scale 0 is the no-effect control and ±100 the full control effect
Target sequence (O94925 whole entry, looked up, canonical isoform): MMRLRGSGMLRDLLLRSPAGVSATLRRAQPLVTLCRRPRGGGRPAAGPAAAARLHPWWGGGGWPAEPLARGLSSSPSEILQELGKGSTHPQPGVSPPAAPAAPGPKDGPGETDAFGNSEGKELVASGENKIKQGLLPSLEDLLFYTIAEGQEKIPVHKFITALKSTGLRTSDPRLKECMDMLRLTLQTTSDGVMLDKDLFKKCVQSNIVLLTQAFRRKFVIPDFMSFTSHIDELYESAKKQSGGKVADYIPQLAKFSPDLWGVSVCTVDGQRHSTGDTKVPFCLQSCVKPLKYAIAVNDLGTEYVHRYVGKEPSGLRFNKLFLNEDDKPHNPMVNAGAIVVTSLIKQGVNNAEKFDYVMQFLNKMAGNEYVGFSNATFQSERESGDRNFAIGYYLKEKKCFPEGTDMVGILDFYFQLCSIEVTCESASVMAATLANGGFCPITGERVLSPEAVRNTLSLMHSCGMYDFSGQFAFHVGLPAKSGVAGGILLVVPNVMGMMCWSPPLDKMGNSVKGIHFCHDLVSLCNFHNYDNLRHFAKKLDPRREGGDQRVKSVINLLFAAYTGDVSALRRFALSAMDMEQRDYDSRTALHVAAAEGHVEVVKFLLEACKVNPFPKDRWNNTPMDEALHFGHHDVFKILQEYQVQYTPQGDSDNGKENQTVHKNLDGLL
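hKGA in 45 mM KH2PO4 pH 8.2, 0.02% Tween-20 with pin-transferred compounds; 1 mM L-glutamine (stock) plus glutamate oxidase/HRP/Amplex Red coupling added. Fluorescence read initially and after 30 min at RT.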
JMJD2A Tudor inh = qHTS Assay for Inhibitors of JMJD2A-Tudor Domain. Lysine-specific demethylase 4A (Homo sapiens), O75164. AlphaScreen JMJD2A-Tudor / H3K4me3 peptide binding. Potency, µM (top dose mostly 114 µM), for the others: at the top dose activity change, negative = inhibition, hits mostly inhibitors. actives 4.4% (n = 390,000). AID 504339, 2011; further: potency means the concentration at half of the fitted maximal effect; on the % scale 0 is the no-effect control and ±100 the full control effect; nearly all actives have a fitted effect of over 50% in size
BAZ2B block = qHTS Assay for Inhibitors of BAZ2B. AlphaScreen BAZ2B-H3K14Ac peptide displacement. Potency, µM (titrated, usually from 114 µM), inactives show top-dose activity change, negative = inhibition, hits mostly inhibitors. actives 4.4% (n = 360,000); further: potency means the concentration at half of the fitted maximal effect; on the % scale 0 is the no-effect control and ±100 the full control effect; nearly all actives have a fitted effect of over 60% in size
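Inhibition is scored as reduced AlphaScreen emission. The BAZ2B/b-H3(5-23)K14Ac complex (50 nM each) in PBS pH 7.4, 0.01% Tween-20 meets compound (up to 110 uM) for 30 min at RT before bead addition.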
HP1b binding inh = HTS for Inhibitors of HP1-beta Chromodomain Interactions with Methylated Histone Tails; Chromobox protein homolog 1 (Homo sapiens), P83916; AlphaScreen HP1-beta / biotin-H3K9me3 peptide binding; Potency, µM (series often up to 114 µM), for inactives: at the top dose activity change, negative = inhibition, most hits filed as inhibitors; actives 0.56% (n = 390,000); AID 540317, 2011; further: potency means the concentration at half of the fitted maximal effect; nearly all actives have a fitted effect of over 70% in size; inactives centre near 23
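Compound inhibition of the preformed complex between 50 nM HP1-beta and 50 nM biotinylated H3K9me3 peptide was read by AlphaScreen. Buffer was PBS pH 7.4 with 0.01% Tween-20. Incubations ran 30 min at room temperature, with 10 ug/mL donor/acceptor beads.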
G9a inh = qHTS Assay for Inhibitors of Histone Lysine Methyltransferase G9a; Histone-lysine N-methyltransferase EHMT2 (Homo sapiens), Q96KQ7; Potency, µM (series often up to 102 µM), for the others: at the top dose activity, negative = inhibition, actives largely listed as inhibitors; actives 8.8% (n = 350,000); G9a H3K9 monomethylation, AlphaScreen, 2 h; further: potency means the concentration at half of the fitted maximal effect; on the % scale 0 is the no-effect control and ±100 the full control effect; nearly all actives have a fitted effect of over 75% in size
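Step 1: enzyme (final 20 nM) with compound, 15 min RT. Step 2: substrate peptide 500 nM and SAM 20 uM, 2 h RT. Step 3: anti-H3K9me1 antibody and AlphaScreen beads, 10 min, then plate read.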
ERG Ets-DNA blk = qHTS for Small Molecule Inhibitors of the ERG Ets/DNA interaction. fluorescence polarization, His-ERG Ets domain / labelled DNA. Potency, µM (highest dose often 76.9 µM), for inactives: top-dose FP activity, negative = inhibition, actives largely listed as inhibitors. actives 0.028% (n = 370,000); active means well fitted inhibition curve with a large enough effect in the polarisation, with a control signal flat; inconclusive means small, poorly fitted or top-dose-only effect, or effect the other way, or a change in a side signal; inactive means no such curve, though single readings can be large or run the other way; the % refers to the polarisation;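 further: polarization taken with two DNA probes labelled with fluorescein and Texas red; potency means the concentration at half of the fitted maximal effect; % of control where 0% means no effect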
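His-tagged ERG Ets domain (1 uM in the protein solution; 300mM KCl, 50mM Tris-HCl, 1mM EDTA, 1mM DTT, pH 7.5) received compound, then a probe mix of 5 nM fluorescein-DNA and 100nM Texas-615-DNA. Fluorescence polarization was read for both dyes.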
Tb PGK inh = qHTS Assay to Find Inhibitors of Phosphoglycerate Kinase; Phosphoglycerate kinase, glycosomal (Trypanosoma brucei brucei), P07378; PGK/GAPDH coupled, Kinase-Glo luminescence, 60 min; Potency, µM (top dose mostly 57.5 µM), for the others: top-dose activity change, negative = inhibition, hits mostly inhibitors; actives 0.043% (n = 380,000); AID 602233, 2012; further: potency means the concentration at half of the fitted maximal effect; on the % scale 0 is the no-effect control and ±100 the full control effect; nearly all actives have a fitted effect of over 60% in size
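Luminescent ATP detection (Kinase-Glo Plus) follows a 60-minute room-temperature incubation, with wells lacking PGK as controls. Buffer: 100 mM TEA (pH 7.6), 5 mM MgCl2, 0.01% Tween-20. Coupling enzyme GAPDH (100 nM final) supplies unstable 1,3-BPG in-well.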
PI4K2A block = qHTS for small molecular inhibitors of PI4K2A; Phosphatidylinositol 4-kinase type 2-alpha (Homo sapiens), Q9BTU6; purified PI4K2A, ADP-Glo luminescence, 1 h; stronger effect = lower value; activity change, negative = inhibition, % at 76.9 µM; actives 0.13% (n = 420,000); AID 1346378, 2018; in the data active means activity change below about -50%; inconclusive means mostly about -30% to -49%;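 further: -100% = wells without enzyme as full effect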
Target sequence (Q9BTU6 whole entry, looked up): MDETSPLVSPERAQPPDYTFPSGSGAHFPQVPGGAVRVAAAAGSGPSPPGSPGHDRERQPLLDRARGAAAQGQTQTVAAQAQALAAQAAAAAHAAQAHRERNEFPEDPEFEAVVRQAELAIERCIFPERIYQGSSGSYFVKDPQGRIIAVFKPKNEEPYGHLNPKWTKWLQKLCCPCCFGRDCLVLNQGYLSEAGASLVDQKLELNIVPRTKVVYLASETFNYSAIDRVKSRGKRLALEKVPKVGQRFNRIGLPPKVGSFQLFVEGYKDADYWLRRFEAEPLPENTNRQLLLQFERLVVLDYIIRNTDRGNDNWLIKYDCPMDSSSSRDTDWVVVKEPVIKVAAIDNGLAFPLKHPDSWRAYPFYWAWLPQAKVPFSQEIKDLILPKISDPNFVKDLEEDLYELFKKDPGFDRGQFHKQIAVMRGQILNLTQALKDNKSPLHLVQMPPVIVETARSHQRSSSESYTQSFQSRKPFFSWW
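Compounds are screened against recombinant PI4K2A using PI as substrate and ATP, the latter dispensed at 300 microM. Reactions run one hour at ambient temperature before ADP-Glo detection; full inhibition defined by wells lacking enzyme.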
* marks the source's active call; other numbers are inactive results; [ ] = remark or other dose. Unless noted, the call rests on the fitted dose curve; in most records, active means well fitted curve in the direction sought with a large enough effect; inconclusive means small, poorly fitted or top-dose-only effect, or another doubt; inactive means no such curve, though single readings can be large; an effect the other way counts as inactive or inconclusive.

CS(=O)(=O)c1ccc(S(=O)(=O)N2CCC(CO)(CCCc3ccccc3)CC2)cc1 was read as Pin1 inh -8%, GLS inhibitor -8%, JMJD2A Tudor inh 0%, BAZ2B block -21%, HP1b binding inh 33%, G9a inh 19%, ERG Ets-DNA blk 2%, Tb PGK inh inactive and PI4K2A block 2.
`O=C(NCc1ccc(F)cc1)C1CCCN(S(=O)(=O)c2ccc(Br)s2)C1` (stereo unspecified) gave Pin1 inh 11%, GLS inhibitor -9%, JMJD2A Tudor inh -6%, BAZ2B block 7%, HP1b binding inh 24%, G9a inh -7%, ERG Ets-DNA blk -10%, Tb PGK inh -7% and PI4K2A block 3.
`O=C(NCN1CCc2ccccc2C1)c1cnccn1` gave Pin1 inh -4%, GLS inhibitor 1%, JMJD2A Tudor inh 6.3µM*, BAZ2B block 15%, HP1b binding inh 10%, G9a inh 22%[59 µM], ERG Ets-DNA blk 4%, Tb PGK inh inactive and PI4K2A block 7.
Screening N#Cc1cc2ccccc2nc1SCc1ccccn1 returned Pin1 inh 8%, GLS inhibitor -12%, JMJD2A Tudor inh 0%, BAZ2B block 27%, HP1b binding inh 50%[activator], G9a inh 35µM*, ERG Ets-DNA blk 3%, Tb PGK inh -3% and PI4K2A block 1.
For CCOC(=O)C1CCN(C(=O)c2cc3cc(Cl)ccc3[nH]2)CC1 the results were Pin1 inh inconclusive, GLS inhibitor 10%, JMJD2A Tudor inh -3%, BAZ2B block 22%, HP1b binding inh 19%[57 µM], G9a inh inconclusive, ERG Ets-DNA blk -2%, Tb PGK inh 2% and PI4K2A block 2.
Screening CCOCCCN1CC(C(=O)NCCc2ccccc2)CC1=O (stereo unspecified) returned Pin1 inh 7%, GLS inhibitor 11%, JMJD2A Tudor inh -8%, BAZ2B block 2%, HP1b binding inh 6%, G9a inh inconclusive, Tb PGK inh -9% and PI4K2A block 1.
For CCN(C[C@H]1N[C@@](CC)(C(=O)OC)[C@H]2C(=O)N(C)C(=O)[C@@H]12)S(=O)(=O)c1ccc(C(C)(C)C)cc1 the results were Pin1 inh inconclusive, GLS inhibitor -2%, JMJD2A Tudor inh -9%, HP1b binding inh 86%[activator], ERG Ets-DNA blk 15%, Tb PGK inh -13% and PI4K2A block -6.
O=C1CCN(C(=O)Nc2ccccc2)N1 was read as Pin1 inh 1%, GLS inhibitor 22%, JMJD2A Tudor inh inconclusive, BAZ2B block -7%, HP1b binding inh -10%, G9a inh 7.9µM*, ERG Ets-DNA blk 4%, Tb PGK inh -10% and PI4K2A block -4.
`COc1ccccc1NOC(=O)CCOc1ccccc1` gave Pin1 inh -6%, GLS inhibitor -20%, JMJD2A Tudor inh 122%[activator], HP1b binding inh 179%[activator], ERG Ets-DNA blk -11%, Tb PGK inh -3% and PI4K2A block 9.
For O=C(c1cccc(C(F)(F)F)c1)N1CCOC12CCN(c1ncc(C(F)(F)F)cc1Cl)CC2 the results were Pin1 inh 0%, GLS inhibitor 4%, JMJD2A Tudor inh 5%, BAZ2B block -6%, HP1b binding inh 35%, G9a inh 23%[59 µM], ERG Ets-DNA blk 1%, Tb PGK inh 4% and PI4K2A block -2.
`CCN1C(=O)NC(c2ccc(Cl)cc2)C2=C1CCCC2=O` (stereo unspecified) gave Pin1 inh -5%, GLS inhibitor -11%, JMJD2A Tudor inh -22%, BAZ2B block -10%, HP1b binding inh -11%, G9a inh 26%, ERG Ets-DNA blk 16%, Tb PGK inh -7% and PI4K2A block -1.
`O=C(NCCOc1cccc2cccnc12)c1cccs1` gave Pin1 inh -13%, GLS inhibitor 0%, JMJD2A Tudor inh -6%, BAZ2B block -4%, HP1b binding inh 28%, G9a inh 0%, ERG Ets-DNA blk -7%, Tb PGK inh -8% and PI4K2A block -5.
`Cc1ccc(SCC(=O)NCCCc2ccccc2)cc1` gave Pin1 inh 2%, GLS inhibitor 8%, JMJD2A Tudor inh -4%, BAZ2B block 2%, HP1b binding inh 31%, G9a inh 30%[12.7 µM], ERG Ets-DNA blk 6%, Tb PGK inh 4% and PI4K2A block 1.
For C=CCC1(N(C(C)=O)c2ccccc2C)CCCCC1 the results were Pin1 inh -1%, GLS inhibitor -4%, JMJD2A Tudor inh -11%[11.4 µM], BAZ2B block 8%, HP1b binding inh 56%[activator], G9a inh -1%, ERG Ets-DNA blk 1%, Tb PGK inh -1% and PI4K2A block 2.
`COc1ccccc1/C=N/NC(=O)c1cccc2ccccc12` gave Pin1 inh 3%, GLS inhibitor inconclusive, JMJD2A Tudor inh inconclusive, BAZ2B block -5%, HP1b binding inh -12%, G9a inh 22%, ERG Ets-DNA blk -5%, Tb PGK inh -2% and PI4K2A block -3.
Screening CCOC(=O)Nc1ccc2nc(Sc3ccc(Cl)cc3)sc2c1 returned Pin1 inh 11%, GLS inhibitor -4%, JMJD2A Tudor inh 20%, BAZ2B block 2%, HP1b binding inh 108%[activator], G9a inh 33%[activator], ERG Ets-DNA blk -3%, Tb PGK inh -7% and PI4K2A block -4.
For O=C(Nc1ccc(F)cc1)c1sc2cc(C(F)(F)F)cnc2c1-c1cccs1 the results were Pin1 inh 4%, GLS inhibitor 3%, JMJD2A Tudor inh -2%, BAZ2B block 9%, HP1b binding inh 20%, G9a inh -22%, ERG Ets-DNA blk -3%, Tb PGK inh -1% and PI4K2A block -4.
`CN(C)/C=C1\C(=O)N(c2ccc(Cl)cc2)CS1(=O)=O` gave Pin1 inh -3%, GLS inhibitor 4%, JMJD2A Tudor inh -8%, BAZ2B block -4%, HP1b binding inh 31%, G9a inh -2%, ERG Ets-DNA blk 1%, Tb PGK inh -8% and PI4K2A block -11.
`ClCc1nc2ccccc2c2ccccc12` gave Pin1 inh inconclusive, GLS inhibitor 4%, JMJD2A Tudor inh 1%, BAZ2B block -1%, HP1b binding inh 45%[activator], G9a inh 71µM*, ERG Ets-DNA blk 16%, Tb PGK inh -1% and PI4K2A block 12.
CC(C)[C@@H](N)C(=O)NCC1CCC(C(=O)N[C@@H](Cc2ccccc2)C(=O)O)CC1 (stereo partly specified) was read as Pin1 inh -1%, GLS inhibitor -1%, JMJD2A Tudor inh -5%, BAZ2B block 0%, HP1b binding inh 11%, G9a inh 13%, ERG Ets-DNA blk -9%, Tb PGK inh -3% and PI4K2A block 5.
N/C(=N\OC(=O)CCC1CCCCC1)c1ccc([N+](=O)[O-])cc1 was read as Pin1 inh -10%, GLS inhibitor 3%, JMJD2A Tudor inh -33%, BAZ2B block inconclusive, HP1b binding inh -19%, G9a inh inconclusive, ERG Ets-DNA blk 1%, Tb PGK inh -8% and PI4K2A block 3.
For CC(=O)Nc1ccc(NC(=O)C(C)OC(=O)CN2C(=O)C3CCCCC3C2=O)cc1 (stereo unspecified) the results were Pin1 inh -9%, GLS inhibitor 16%, JMJD2A Tudor inh -14%, BAZ2B block 12%, HP1b binding inh 28%, G9a inh inconclusive, ERG Ets-DNA blk 18%, Tb PGK inh 8% and PI4K2A block -3.
Screening Cc1cc2oc(=O)cc(CN(C)Cc3ccccc3Cl)c2cc1C returned Pin1 inh 9%, GLS inhibitor 14%, JMJD2A Tudor inh 35%, BAZ2B block 5%, HP1b binding inh 48%[activator], G9a inh 43%, ERG Ets-DNA blk 2%, Tb PGK inh -9% and PI4K2A block 2.
COc1ccccc1NC(=O)CSc1nnnn1-c1ccc(C(=O)O)cc1 was read as Pin1 inh -15%, GLS inhibitor -7%, JMJD2A Tudor inh -15%, BAZ2B block -4%, HP1b binding inh 52%[activator], G9a inh 2%, ERG Ets-DNA blk 15%, Tb PGK inh -4% and PI4K2A block -1.
`COc1ccccc1CN1CCN(C2CCN(C(=O)NC(C)C)CC2)C(=O)C1=O` gave Pin1 inh -9%, GLS inhibitor 1%, JMJD2A Tudor inh 9%, BAZ2B block -7%, HP1b binding inh 24%, G9a inh -7%[12.7 µM], ERG Ets-DNA blk 0%, Tb PGK inh -7% and PI4K2A block 1.
For Cc1cccc(C)c1NC(=O)N1C(C(=O)O)CSC1C(=O)O (stereo unspecified) the results were Pin1 inh -6%, GLS inhibitor 0%, JMJD2A Tudor inh 18µM*, BAZ2B block inconclusive, HP1b binding inh -6%, G9a inh inconclusive, ERG Ets-DNA blk -1%, Tb PGK inh -5% and PI4K2A block 2.
COc1cc(CNc2cccc(C(=O)O)c2)cc(Br)c1OCC(=O)NC(C)(C)C was read as Pin1 inh 5%, GLS inhibitor 17%, JMJD2A Tudor inh -15%, BAZ2B block -30%, HP1b binding inh 5%, G9a inh 1%[59 µM], ERG Ets-DNA blk 2%, Tb PGK inh -2% and PI4K2A block 3.
Screening CC(C)(C)c1cc(=O)[nH]c(SCc2ccccc2)n1 returned Pin1 inh -3%, GLS inhibitor 9%, JMJD2A Tudor inh -20%, BAZ2B block -16%, HP1b binding inh 9%, G9a inh 16%, ERG Ets-DNA blk -5%, Tb PGK inh -7% and PI4K2A block 0.

Screens deposited in PubChem BioAssay by National Center for Advancing Translational Sciences (NCATS).
